Compound activity deposited in PubChem by Dana-Farber Cancer Institute and Novartis Institutes for BioMedical Research (Cambridge, Mass).
USP30 inh: inhibitors of human USP30 deubiquitinase. 47,000 compounds, 5.3% hits. purified USP30, Ub-rhodamine cleavage fluorescence. Ubiquitin carboxyl-terminal hydrolase 30 (Homo sapiens), Q70CQ3. inhibition, % at 25 µM
USP17 inh: inhibitors of human USP17 deubiquitinase; Ubiquitin carboxyl-terminal hydrolase 17-like protein 5 (Homo sapiens), A8MUK1; purified USP17, Ub-rhodamine cleavage fluorescence, 3 h; inhibition, % at 50 µM; 47,000 compounds, 6.5% hits
Target sequence (A8MUK1 whole entry, looked up): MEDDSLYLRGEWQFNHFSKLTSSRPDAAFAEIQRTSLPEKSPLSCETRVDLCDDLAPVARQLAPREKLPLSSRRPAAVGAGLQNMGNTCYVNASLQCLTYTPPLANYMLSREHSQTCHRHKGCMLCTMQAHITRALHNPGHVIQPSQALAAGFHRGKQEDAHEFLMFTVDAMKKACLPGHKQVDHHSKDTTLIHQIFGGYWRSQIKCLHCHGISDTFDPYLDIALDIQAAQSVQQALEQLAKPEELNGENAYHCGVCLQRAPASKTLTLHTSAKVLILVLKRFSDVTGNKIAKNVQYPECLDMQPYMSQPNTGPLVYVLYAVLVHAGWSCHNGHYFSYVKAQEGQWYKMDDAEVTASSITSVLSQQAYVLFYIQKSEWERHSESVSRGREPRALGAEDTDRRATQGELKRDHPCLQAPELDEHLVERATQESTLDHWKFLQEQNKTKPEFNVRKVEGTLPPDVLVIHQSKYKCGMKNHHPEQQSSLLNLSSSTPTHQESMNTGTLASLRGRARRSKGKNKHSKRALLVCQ
USP7 block: inhibitors of human USP7 deubiquitinase; purified USP7, Ub-rhodamine cleavage fluorescence; inhibition, % at 20 µM; 47,000 compounds, 0.3% hits
USP28 inh: inhibitors of human USP28 deubiquitinase. 47,000 compounds, 3% hits. inhibition, % at 25 µM. purified USP28, Ub-rhodamine cleavage fluorescence, 30 min
UCHL1 inh: inhibitors of human UCHL1 deubiquitinase; Ubiquitin carboxyl-terminal hydrolase isozyme L1 (Homo sapiens), P09936; purified UCHL1, Ub-rhodamine cleavage fluorescence; inhibition, % at 20 µM; 47,000 compounds, 0.2% hits; AID 1645859, 2021
Target sequence (P09936 whole entry, looked up): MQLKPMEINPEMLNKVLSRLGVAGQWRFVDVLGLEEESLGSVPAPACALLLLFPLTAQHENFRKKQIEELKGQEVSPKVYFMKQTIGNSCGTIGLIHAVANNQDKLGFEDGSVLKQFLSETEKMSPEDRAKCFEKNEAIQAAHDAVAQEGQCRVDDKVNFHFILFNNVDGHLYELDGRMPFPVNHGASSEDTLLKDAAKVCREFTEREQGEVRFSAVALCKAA
USP8 block: inhibitors of human USP8 deubiquitinase; purified USP8, Ub-rhodamine cleavage fluorescence, 30 min; inhibition, % at 20 µM; 47,000 compounds, 4.2% hits; AID 1645853, 2021
OTUD3 inh: inhibitors of human OTUD3 deubiquitinase. purified OTUD3, Ub-rhodamine fluorescence, 2 h. AID 1645858, 2021. OTU domain-containing protein 3 (Homo sapiens), Q5T2D3. 47,000 compounds, 0.7% hits. inhibition, % at 25 µM
USP10 block: inhibitors of human USP10 deubiquitinase; Ubiquitin carboxyl-terminal hydrolase 10 (Homo sapiens), Q14694; inhibition, % at 20 µM; purified USP10, Ub-rhodamine fluorescence, 60 min; 47,000 compounds, 1.1% hits
* = called active by the depositor. No stated cut-off is given here; in the data, active means inhibition above about 30%; inactive means the rest.

Screening CCOC(=O)N1CCN(C(=O)c2[nH]nc3c2CCc2ccccc2-3)CC1 returned USP30 inh 16, USP17 inh -12, USP7 block 2, USP28 inh 8, UCHL1 inh 0, USP8 block 24, OTUD3 inh 4 and USP10 block 0.
COc1ccc(NC(=O)C2=C(C)Nc3ncnn3C2c2cccc(OCc3ccc(F)cc3)c2)c(OC)c1 (stereo not given) was read as USP30 inh 60*, USP17 inh 52*, USP7 block 1, USP28 inh 46*, UCHL1 inh 5, USP8 block 26, OTUD3 inh 12 and USP10 block 11.
`COc1ccc2[nH]c3c(=O)n(Cc4ccc(C#N)cc4)cnc3c2c1` gave USP30 inh 12, USP17 inh 11, USP7 block 11, USP28 inh 3, UCHL1 inh 4, USP8 block 22, OTUD3 inh -3 and USP10 block 17.
Cc1nc(N2CCOCC2)ncc1-c1cc(=O)[nH]c(N2c3ccccc3CC2C)n1 (stereo not given) was read as USP30 inh 4, USP17 inh -2, USP7 block 9, USP28 inh -1, UCHL1 inh 4, USP8 block 12, OTUD3 inh 3 and USP10 block 8.
For Cc1nnc(-c2cccn2CC(=O)Nc2ccc(Cl)cc2)o1 the results were USP30 inh 19, USP17 inh 19, USP7 block 0, USP28 inh 7, UCHL1 inh 2, USP8 block 1, OTUD3 inh 11 and USP10 block 1.
`Cc1ccc(-c2cc(C(=O)N(Cc3ccccc3)C3CCS(=O)(=O)C3)no2)cc1` (stereo not given) gave USP30 inh 10, USP17 inh 3, USP7 block -2, USP28 inh 3, UCHL1 inh 3, USP8 block 5, OTUD3 inh -3 and USP10 block 5.
Screening COc1cc(C)cc2oc(=O)c(CC(=O)N3CCC[C@H]3C(=O)O)c(C)c12 returned USP30 inh 1, USP17 inh -1, USP7 block 2, USP28 inh -1, UCHL1 inh 0, USP8 block 6, OTUD3 inh -1 and USP10 block 1.
`CCCCc1nc(SCC(=O)N2CCc3ccccc32)c2c(=O)n(C)c(=O)n(C)c2n1` gave USP30 inh -54, USP17 inh -2, USP7 block 4, USP28 inh 1, UCHL1 inh 2, USP8 block 9, OTUD3 inh 0 and USP10 block 2.
O=C(c1ccc2ncccc2c1)N1CCCC2(COCCN(CC3CC3)C2)C1 (stereo not given) was read as USP30 inh -18, USP17 inh -12, USP7 block 1, USP28 inh -14, UCHL1 inh -3, USP8 block -44, OTUD3 inh -6 and USP10 block -1.
For CNc1cccc(C2CN(C(=O)c3cccc4c3OCCO4)CCO2)n1 (stereo not given) the results were USP30 inh 8, USP17 inh -8, USP7 block 5, USP28 inh 6, UCHL1 inh -2, USP8 block 0, OTUD3 inh 7 and USP10 block -3.
Screening O=C(Nc1cc(=O)[nH]c2nc(CCc3ccccc3)nn12)C1CCCCC1 returned USP30 inh -43, USP17 inh -17, USP7 block 5, USP28 inh -1, UCHL1 inh 1, USP8 block 3, OTUD3 inh -4 and USP10 block -3.
Cc1ccc2c(-c3csc(N)n3)c(C)[nH]c2c1 was read as USP30 inh -377, USP17 inh -67, USP7 block -29, USP28 inh -124, UCHL1 inh -51, USP8 block -63, OTUD3 inh -79 and USP10 block -9.
For N#Cc1cnn2c(-c3cccc(OCc4ccc(Cl)cc4Cl)c3)ccnc12 the results were USP30 inh -1, USP17 inh -8, USP7 block 6, USP28 inh -2, UCHL1 inh -4, USP8 block 11, OTUD3 inh 15 and USP10 block 3.
Cc1ccc(OCC(=O)NCC(c2ccco2)N2CCCC2)cc1C (stereo not given) was read as USP30 inh -61, USP17 inh -21, USP7 block -4, USP28 inh -14, UCHL1 inh -4, USP8 block -13, OTUD3 inh -22 and USP10 block -8.
For O=C(Nc1cc(S(=O)(=O)N2CCOCC2)ccc1N1CCCC1)C1CC1 the results were USP30 inh -34, USP17 inh -30, USP7 block -5, USP28 inh -17, UCHL1 inh -5, USP8 block -4, OTUD3 inh -9 and USP10 block -5.
For O=C(OCc1cnc(Cl)s1)c1ccc([N+](=O)[O-])cc1 the results were USP30 inh 3, USP17 inh -3, USP7 block -7, USP28 inh 41*, UCHL1 inh -1, USP8 block -132, OTUD3 inh 3 and USP10 block 4.
`COc1ccc(CC(=O)Nc2ccc3nc(N4CCOCC4)cc(C)c3c2)cc1` gave USP30 inh 38*, USP17 inh 53*, USP7 block 7, USP28 inh 22, UCHL1 inh 1, USP8 block 21, OTUD3 inh 9 and USP10 block -1.
Screening O=C(CCc1nnc2n(CCc3ccccc3)c(=O)c3ccccc3n12)NCCN1CCOCC1 returned USP30 inh 19, USP17 inh 0, USP7 block 0, USP28 inh 4, UCHL1 inh 0, USP8 block 11, OTUD3 inh 6 and USP10 block -3.
O=C(O)Cc1ccc(N2C(=O)Nc3ccccc3N2O)cc1 was read as USP30 inh -8, USP17 inh 5, USP7 block 0, USP28 inh -1, UCHL1 inh -4, USP8 block -3, OTUD3 inh -2 and USP10 block 1.
COc1ccc(C2CC(=O)Nc3n[nH]c(-c4ccccc4)c32)cc1OC (stereo not given) was read as USP30 inh 70*, USP17 inh 15, USP7 block 9, USP28 inh 20, UCHL1 inh 3, USP8 block 11, OTUD3 inh 11 and USP10 block 1.
Screening Cc1ccc(-c2nc3cccnc3n2CCNC(=O)c2cnccn2)cc1 returned USP30 inh inactive, USP17 inh -184, USP7 block -81, USP28 inh -231, UCHL1 inh -86, USP8 block -23, OTUD3 inh -166 and USP10 block -4.
Screening CC(C)N1CC2CN(C(=O)c3ccc(F)cc3)CCN2Cc2ccccc21 (stereo not given) returned USP30 inh inactive, USP17 inh -152, USP7 block -135, USP28 inh -250, UCHL1 inh -157, USP8 block -276, OTUD3 inh -186 and USP10 block -3.
`CN(C)c1nc(C(=O)NCCc2ccc(Cl)cc2)nc2c1cnn2C` gave USP30 inh -17, USP17 inh -18, USP7 block -3, USP28 inh 11, UCHL1 inh 0, USP8 block -20, OTUD3 inh -9 and USP10 block -6.
Cc1nc2nc(SCC(=O)NCc3ccc4c(c3)OCO4)nn2c(C)c1Cc1ccccc1Cl was read as USP30 inh 18, USP17 inh 10, USP7 block -2, USP28 inh 12, UCHL1 inh 0, USP8 block 5, OTUD3 inh 4 and USP10 block 13.
For Cc1cc(C(=O)N2CCCC(c3ncc(Cc4cccc(F)c4)o3)C2)nc(N)n1 (stereo not given) the results were USP30 inh -13, USP17 inh -6, USP7 block 2, USP28 inh 4, UCHL1 inh 3, USP8 block -12, OTUD3 inh 5 and USP10 block -3.
Screening COc1cc(OC)cc(C(=O)NCCSc2ncc(-c3ccccc3)[nH]2)c1 returned USP30 inh -12, USP17 inh -13, USP7 block 0, USP28 inh -2, UCHL1 inh 4, USP8 block 1, OTUD3 inh -11 and USP10 block 2.
For CC1CCN(Cc2ccc(CNC(=O)C3Cc4ccccc4O3)cc2)CC1 (stereo not given) the results were USP30 inh -9, USP17 inh -4, USP7 block 1, USP28 inh -11, UCHL1 inh -3, USP8 block -29, OTUD3 inh -5 and USP10 block -4.
`Cc1cc(C)cc(OCC(=O)Nc2ccc3nsnc3c2)c1` gave USP30 inh -19, USP17 inh 12, USP7 block 3, USP28 inh -1, UCHL1 inh 1, USP8 block 25, OTUD3 inh 1 and USP10 block 4.
`Cc1c(CNCc2ccc(F)cc2)c(C(=O)O)c(C)n1-c1ccccc1` gave USP30 inh -137, USP17 inh -8, USP7 block -10, USP28 inh -39, UCHL1 inh -7, USP8 block 43*, OTUD3 inh -34 and USP10 block -8.
Screening Cc1c(C(=O)Nc2cccc(F)c2)nnn1-c1cccc2c1CCN(C(=O)NC(C)C)C2 returned USP30 inh 11, USP17 inh 12, USP7 block -5, USP28 inh 6, UCHL1 inh 3, USP8 block 10, OTUD3 inh 6 and USP10 block -1.
Screening COc1ccccc1N1CCN(c2ncnc3c2cnn3-c2cc(C)cc(C)c2)CC1 returned USP30 inh 0, USP17 inh 4, USP7 block -21, USP28 inh -15, UCHL1 inh 0, USP8 block -1, OTUD3 inh -1 and USP10 block 0.
O=C(c1ccc2ccc(N3CCN(c4ncccn4)CC3)n2c1)N1CCCC1 was read as USP30 inh -317, USP17 inh -74, USP7 block -21, USP28 inh -80, UCHL1 inh -22, USP8 block 0, OTUD3 inh -66 and USP10 block -9.
`CCOC(=O)c1sc(NC(=O)c2cc(-c3ccccc3)nc3ccccc23)cc1C` gave USP30 inh 6, USP17 inh -12, USP7 block -1, USP28 inh -10, UCHL1 inh -3, USP8 block -15, OTUD3 inh 1 and USP10 block 3.
`O=C(CN1CCN(c2nc3cc(Cl)ccc3s2)CC1)Nc1ccccc1` gave USP30 inh -2, USP17 inh 5, USP7 block -36, USP28 inh -5, UCHL1 inh 0, USP8 block -1, OTUD3 inh -2 and USP10 block 3.
c1ccc(CN2CCC3(COCc4cnc(-c5cccnc5)nc43)C2)cc1 (stereo not given) was read as USP30 inh -15, USP17 inh -37, USP7 block 0, USP28 inh -17, UCHL1 inh -1, USP8 block -139, OTUD3 inh -8 and USP10 block -1.
Screening COCCN1Cc2c(C(=O)N3CCCC3C)ncn2-c2ccccc2S1(=O)=O (stereo not given) returned USP30 inh 1, USP17 inh -12, USP7 block -1, USP28 inh -9, UCHL1 inh 0, USP8 block -1, OTUD3 inh -4 and USP10 block -1.
Screening COc1ccc(C(=O)Nc2cccc(-c3cn4ccsc4n3)c2)cc1 returned USP30 inh 23, USP17 inh 9, USP7 block 7, USP28 inh 21, UCHL1 inh 7, USP8 block 5, OTUD3 inh 13 and USP10 block 9.
COc1ccc(/C=C2\C(=O)NCC(=O)N2C)cc1 was read as USP30 inh -2, USP17 inh 1, USP7 block 2, USP28 inh 2, UCHL1 inh 0, USP8 block 3, OTUD3 inh 4 and USP10 block 0.
COc1cc(NC(=O)CN2CCC3(CCC2=O)NC(=O)c2ccccc2N3)cc(OC)c1 (stereo not given) was read as USP30 inh 10, USP17 inh 8, USP7 block 4, USP28 inh 6, UCHL1 inh 3, USP8 block 10, OTUD3 inh 5 and USP10 block 5.
CCCNC(=O)c1nnn(-c2cccc3c2CCN(Cc2cccnc2)C3)c1C was read as USP17 inh 4, USP7 block 6, UCHL1 inh 6, USP8 block -4, OTUD3 inh 2 and USP10 block 1.

Among those listed so far, these have a Cl atom.
For Cc1nnc(-c2cccn2CC(=O)Nc2ccc(Cl)cc2)o1 the results were USP30 inh 19, USP17 inh 19, USP7 block 0, USP28 inh 7, UCHL1 inh 2, USP8 block 1, OTUD3 inh 11 and USP10 block 1.
For N#Cc1cnn2c(-c3cccc(OCc4ccc(Cl)cc4Cl)c3)ccnc12 the results were USP30 inh -1, USP17 inh -8, USP7 block 6, USP28 inh -2, UCHL1 inh -4, USP8 block 11, OTUD3 inh 15 and USP10 block 3.
For O=C(OCc1cnc(Cl)s1)c1ccc([N+](=O)[O-])cc1 the results were USP30 inh 3, USP17 inh -3, USP7 block -7, USP28 inh 41*, UCHL1 inh -1, USP8 block -132, OTUD3 inh 3 and USP10 block 4.
`CN(C)c1nc(C(=O)NCCc2ccc(Cl)cc2)nc2c1cnn2C` gave USP30 inh -17, USP17 inh -18, USP7 block -3, USP28 inh 11, UCHL1 inh 0, USP8 block -20, OTUD3 inh -9 and USP10 block -6.
Cc1nc2nc(SCC(=O)NCc3ccc4c(c3)OCO4)nn2c(C)c1Cc1ccccc1Cl was read as USP30 inh 18, USP17 inh 10, USP7 block -2, USP28 inh 12, UCHL1 inh 0, USP8 block 5, OTUD3 inh 4 and USP10 block 13.
`O=C(CN1CCN(c2nc3cc(Cl)ccc3s2)CC1)Nc1ccccc1` gave USP30 inh -2, USP17 inh 5, USP7 block -36, USP28 inh -5, UCHL1 inh 0, USP8 block -1, OTUD3 inh -2 and USP10 block 3.

No enrichment for hits (roughly 13% active in at least one column).
